# IDH1 R132H inh: inhibitors of human mutant IDH1 R132H | AID 602179 | IDH1-R132H enzyme, NADPH consumption, diaphorase/resazurin fluorescence | Potency, µM (titrated, usually from 76.6 µM), without a hit: at the top dose activity change, negative = inhibition, hits mostly inhibitors | hit rate 0.093% among 390,000; also: % is scaled to controls: 0 for no effect and ±100 for the full control effect; nearly all actives have a fitted effect of over 65% in size
#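 IDH1-R132H (0.5 ug/mL) preincubated 30 min with compound, then NADPH (0.016 mM) and alpha-KG (2 mM) added; 80 min at RT, pH 7.5. Remaining NADPH coupled via diaphorase/resazurin to fluorescence (540/590 nm); concentration-response curves normalized to no-enzyme control.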
# Vif-A3G inh: Vif-A3G binding inhibition; hit rate 0.076% among 410,000; HeLa A3G-eYFP + Vif (tagged APOBEC3G with the HIV-1 protein that degrades it), YFP fluorescence, overnight; Potency, µM (titrated, usually from 46.1 µM), inactives show at the highest dose activity, negative = active, actives largely listed as inhibitors; Q9HC16;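 also: % is scaled to controls: 0 for no effect and ±100 for the full control effect; nearly all actives have a fitted effect of over 60% in size; hits raise eYFP signal because A3G escapes Vif-driven loss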
# Target sequence (Q9HC16 whole entry, looked up): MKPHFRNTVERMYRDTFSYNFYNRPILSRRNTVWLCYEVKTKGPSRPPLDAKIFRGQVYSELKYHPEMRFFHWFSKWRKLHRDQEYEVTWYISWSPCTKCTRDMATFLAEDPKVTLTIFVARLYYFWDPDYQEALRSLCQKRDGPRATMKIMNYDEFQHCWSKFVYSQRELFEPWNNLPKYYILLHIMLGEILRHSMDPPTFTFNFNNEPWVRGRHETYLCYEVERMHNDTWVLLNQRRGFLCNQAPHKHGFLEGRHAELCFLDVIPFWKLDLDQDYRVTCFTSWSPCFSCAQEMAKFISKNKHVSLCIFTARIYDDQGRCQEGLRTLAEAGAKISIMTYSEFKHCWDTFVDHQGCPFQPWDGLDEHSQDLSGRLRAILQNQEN
#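 Read-out is eYFP fluorescence (Ex 488/Em 500-530) from Vif-expressing HeLa A3G-eYFP cells; more signal means A3G escaped Vif-mediated degradation. Cells plated overnight, compound pinned in, incubated overnight at 37 deg C.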
# ALOX12 inh: inhibitors of human 12S-lipoxygenase ALOX12; Potency, µM (top dose mostly 108 µM), without a hit: top-dose activity change, negative = inhibition, hits mostly inhibitors; hit rate 1.1% among 580,000; P18054; purified 12hLO, xylenol orange hydroperoxide absorbance; also: % is scaled to controls: 0 for no effect and ±100 for the full control effect
#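 Hydroperoxide product was detected by ferrous iron/xylenol orange as the 573 to 405 nm absorbance ratio. Arachidonic acid at 40 uM (final) was turned over for 30 min at room temperature by 150 nM human 12hLO, pH 7.0 Hepes buffer, after 15 min compound preincubation.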
# USP1 inh: USP1/UAF1 (human) deubiquitinase inhibition; O94782; recombinant USP1/UAF1, Ub-Rhodamine cleavage fluorescence; Potency, µM (highest dose often 57.1 µM), inactives show top-dose activity change, negative = inhibition, usual class: inhibitors; hit rate 0.23% among 390,000; also: % is scaled to controls: 0 for no effect and ±100 for the full control effect; nearly all actives have a fitted effect of over 60% in size; inactives centre near -12
#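 High-throughput fluorogenic screen: 1nM USP1/UAF1 complex, Ub-Rho substrate 150nM final, 50mM HEPES pH 7.8 with 0.5mM EDTA, 0.1 mg/ml BSA, 1mM TCEP and 0.01% Tween-20.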
# RGS4 inhibitor: human RGS4 inhibition; P49798; Transcreener GDP fluorescence polarization, RGS4-accelerated GTP hydrolysis; Potency, µM (top dose mostly 114 µM), without a hit: at the top dose activity change, negative = inhibition, usual class: inhibitors; hit rate 0.039% among 390,000; AID 504845; also: % is scaled to controls: 0 for no effect and ±100 for the full control effect; nearly all actives have a fitted effect of over 75% in size; some results filed as inactive show a strong effect at the top dose
# Target sequence (P49798 whole entry, looked up): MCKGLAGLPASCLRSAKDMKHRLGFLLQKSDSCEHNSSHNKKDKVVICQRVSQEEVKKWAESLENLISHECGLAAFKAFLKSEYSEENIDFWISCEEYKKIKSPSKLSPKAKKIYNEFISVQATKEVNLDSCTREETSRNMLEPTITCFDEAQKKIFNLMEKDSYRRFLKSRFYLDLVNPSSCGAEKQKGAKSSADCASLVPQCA
#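 MLSMR compounds (23 nl, pin-transferred) preincubated 10 min at room temperature with a 500nM (2x) first reagent, then RGS4 at 900nM (2x) plus Transcreener GDP mix added; fluorescence polarization (620/688 nm) read before and after 90 min at 30 °C.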
# TrxR1 inh: blocks rat thioredoxin reductase 1; hit rate 1% among 390,000; O89049; Potency, µM (titrated, usually from 114 µM), inactives show at the highest dose activity change, negative = inhibition, actives largely listed as inhibitors; recombinant rTrxR1, NADPH fluorescence consumption, selenite substrate; also: % is scaled to controls: 0 for no effect and ±100 for the full control effect; nearly all actives have a fitted effect of over 65% in size
# Target sequence (O89049 whole entry, looked up): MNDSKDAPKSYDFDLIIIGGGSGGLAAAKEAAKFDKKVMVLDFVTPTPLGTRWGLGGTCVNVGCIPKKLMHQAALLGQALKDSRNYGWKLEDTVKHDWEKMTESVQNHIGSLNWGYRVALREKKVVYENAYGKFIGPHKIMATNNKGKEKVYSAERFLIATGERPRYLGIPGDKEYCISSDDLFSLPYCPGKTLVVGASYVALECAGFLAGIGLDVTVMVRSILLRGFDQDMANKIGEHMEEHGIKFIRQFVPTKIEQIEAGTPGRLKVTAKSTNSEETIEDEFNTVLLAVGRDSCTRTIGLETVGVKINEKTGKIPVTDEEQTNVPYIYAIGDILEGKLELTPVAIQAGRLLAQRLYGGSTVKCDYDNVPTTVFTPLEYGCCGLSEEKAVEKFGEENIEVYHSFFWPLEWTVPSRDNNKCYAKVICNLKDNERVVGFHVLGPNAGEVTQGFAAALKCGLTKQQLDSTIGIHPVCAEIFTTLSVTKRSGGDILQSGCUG
#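 Rat TrxR1 (90 nM in the dispensed reagent) was pre-reduced with 400 uM NADPH for 5 min at room temperature, then incubated with compound for 15 min. After 400 uM selenite was added, NADPH fluorescence (Ex 340/Em 450 nm) was followed for 8 min.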
# TrxR1 substrate: substrates of rat thioredoxin reductase 1 | Potency, µM (series often up to 114 µM), for inactives: at the top dose activity change, negative = substrate turnover | O89049 | hit rate 0.01% among 390,000 | purified TrxR1 substrate turnover, NADPH consumption readout; also: % is scaled to controls: 0 for no effect and ±100 for the full control effect; nearly all actives have a fitted effect of over 50% in size
#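 Rat TrxR1, dispensed at 90 nM, was prereduced with 400 uM NADPH (final) for 5 min at ~22 deg C, then incubated with compound 15 min before 400 uM selenite. A first-read NADPH fluorescence drop versus no-compound background flagged substrates.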
# RXFP1 ag: agonists of human relaxin receptor RXFP1; Q9HBX9; Potency, µM (doses to about 57.5 µM), without a hit: at the top dose activation, hits mostly activators; hit rate 0.3% among 370,000; HEK293T-RXFP1 cAMP TR-FRET, 30 min; response scale: percent of porcine relaxin response, buffer zero; also: % is scaled to controls: 0 for no effect and ±100 for the full control effect; nearly all actives have a fitted effect of over 60% in size; many of its hits are not listed in these tables
#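 HEK293 cells stably expressing RXFP1, treated 30 min at 37C with compounds plus PDE4 inhibitor Ro 20174; cAMP measured by HTRF TR-FRET. Normalized to buffer and 29 nM porcine relaxin; EC50 by Hill fit.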
# Vif-A3F inh: blocks the Vif interaction with APOBEC3F | HeLa A3F-eYFP + Vif (tagged APOBEC3F with the HIV-1 protein that degrades it), YFP fluorescence increase | Potency, µM (top dose mostly 46.1 µM), for inactives: at the highest dose activity, negative = active | hit rate 0.2% among 390,000 | AID 602313; also: % of control where 0% means no effect; nearly all actives have a fitted effect of over 65% in size
#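 HeLa cells stably expressing A3F-eYFP plus Vif, plated and incubated overnight at 37 deg C, then exposed to compounds overnight at 37 deg C. Blocked degradation read as raised yellow fluorescence (Ex 488/Em 500-530).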
# Active calls of the source: *; u = inconclusive; x = not tested or not shown; & = joins results of further samples; [ ] = remark or other dose. Calls follow the shape of the dose curve; as a rule, active = well fitted curve in the direction sought with a large enough effect; inconclusive = small, poorly fitted or top-dose-only effect, or another doubt; inactive = no such curve, though single readings can be large; an effect the other way counts as inactive or inconclusive. Potency is read from the fitted curve at half-maximal effect.
entry	SMILES	Vif-A3G inh	TrxR1 inh	IDH1 R132H inh	Vif-A3F inh	ALOX12 inh	RXFP1 ag	USP1 inh	RGS4 inhibitor	TrxR1 substrate
1	Fc1ccccc1CCNCc1cccc(Cl)c1Cl	-6%	27%	4%	-5%	-16%	0.9%	u	-3%	6%
2	CC(C)C[C@H]1C(=O)N2CCC[C@H]2[C@]2(O)O[C@](NC(=O)C3C=C4c5cccc6[nH]c(Br)c(c56)C[C@H]4N(C)C3)(C(C)C)C(=O)N12 (stereo partly specified)	-2%	20%	0%	1%	u	x	-12%	-5%	12%
3	Cc1nc2ccccc2c(=O)n1-c1cc([N+](=O)[O-])cc([N+](=O)[O-])c1	3%	14%	-3%	4%	-10%	3.0%	-20%	2%	2%
4	CC(Cc1ccccc1Sc1ccccc1O)N(C)C (stereo unspecified)	0%	-10%	1%	u	384%[activator]	-0.5%	-2%	18%	-8%
5	CN1CN(c2cccc([N+](=O)[O-])c2)CN=C1N[N+](=O)[O-]	-3%	-6%	-3%	-4%	0%	1.9%	5%	-8%[56.9 µM]	-9%
6	Cc1cc(NC(=O)CCl)nn1C	u	u	4%	14%	-28%	-0.6%	-3%	17%	4%[57.1 µM]
7	CN(C)c1cc(N)c2c(n1)CCC2 (tested in a mixture with another compound)	0%	-6%	1%	-7%	-5%	1.5%	-8%	14%	26%
8	CCC(C)C1NC(=O)C(NC(=O)C(CC(C)C)N(C)C(=O)C2CCCN2C(=O)C(C)O)C(C)OC(=O)C(Cc2ccc(OC)cc2)N(C)C(=O)C2CCCN2C(=O)C(CC(C)C)NC(=O)[C@H](C)C(=O)[C@H](C(C)C)OC(=O)CC1O (stereo partly specified)	-10%	5%[11.4 µM]	-15%	7%	-22%	x	-17%	-10%	-6%[57.1 µM]
9	CN1CCN(c2ccc([N+](=O)[O-])c3cccnc23)CC1	0%	9%	0%	-6%	-38%&-2%	1.5%	4%	-15%	-2%
10	CC(=NCCc1ccccc1)c1c(O)[nH]c(=O)[nH]c1=O	1%	25%[57.1 µM]	6%	-14%	0%	-0.2%	1%	19%	5%[57.1 µM]
11	N#CC(c1ccccc1)N1CCOCC1 (stereo unspecified)	0%	24%[57.1 µM]	15%	-2%	3%	2.1%	-5%	3%[56.9 µM]	10%[57.1 µM]
12	COc1ccc(-n2c(C)nc3cc(C(=O)N4CCC5(CC4)OCCO5)ccc32)cc1	u	12%	-1%	-11%	0%	-0.9%	2%	3%	3%[57.1 µM]
13	CN1C(=O)NC(=O)/C(=C/c2ccc(C(=O)O)cc2)C1=O	2%	u	0%	1%	-27%	-1.5%	-21%	31%[11.4 µM]	-9%
14	CC1CN(c2ccccn2)C(C)CN1C(=O)C(O)(c1ccccc1)c1ccccc1 (stereo unspecified)	2%	13%	5%	9%	21%	x	u	5%	12%
15	Cc1ccc2c(c1)c(=O)c1c3n2CCN(CC#N)C3CC1 (stereo unspecified)	2%	9%	18%	-9%	0%	3.1%	-17%	-8%	3%
16	O=C(Nc1ccc(Br)cc1)c1nn(C23CC4CC(CC(C4)C2)C3)cc1Br	1%	12%[57.1 µM]	-4%	8%	37%[activator]	-0.6%	-11%	15%	-16%
17	O=C(c1cc(F)ccc1F)C1CCCN(CCCc2ccccc2)C1 (stereo unspecified)	2%	0%[57.1 µM]	-1%	5%	-8%	0.6%	-4%	-10%	7%
18	O=c1[nH]c(=S)[nH]c(O)c1N=Nc1ccc2c(c1)OCO2	-21%	-13%	-7%	-5%	u	-0.2%	-20%	-38%	-7%
19	CC1([N+](=O)[O-])COP(=O)(Nc2cccc(Br)c2)OC1 (stereo unspecified)	1%	-12%	3%	0%	-19%	x	-17%	-29%	-1%
20	CCN(CC(=O)Nc1ccc(NC(C)=O)cc1)C(=O)CSC(c1ccccc1)c1ccccc1	0%	8%	18%	-8%	-22%	-1.3%	-10%	9%	-2%
21	O=C1CC(c2ccccc2)CC(O)=C1C=NCCN1CCN(C(=O)Cc2ccccc2)CC1 (stereo unspecified)	2%	-8%[57.1 µM]	-2%	4%	-29%	-0.9%	-21%	4%	5%[57.1 µM]
22	Cc1ccc(Cn2cccc(C(=O)Nc3ccc4c(c3)OCCO4)c2=O)cc1	4%	14%[57.1 µM]	-6%	0%	-29%	0.5%	-16%	u	-6%[57.1 µM]
23	C[C@]12CCC(=O)C=C1CC[C@@H]1[C@@H]2CC[C@@]2(C)[C@H]1CC[C@]2(C)O	-9%	u	-12%	3%	-14%	-1.8%	-25%	-10%	-14%
24	COc1ccc(-n2c(-c3ccccc3)nc3ccccc3c2=O)cc1	1%	11%	2%	3%	2%	5.4%	-13%	-9%	3%
25	O=C1/C(=C\c2ccc3c(c2)OCO3)N2CCC1CC2	-8%	4%[2.29 µM]	4%	-3%	12%	2.4%	-3%	-17%	5%[2.29 µM]
26	O=C(Nc1ccc(F)c([N+](=O)[O-])c1)c1cccn(Cc2ccccc2)c1=O	2%	6%[57.1 µM]	2%	-9%	u	-2.5%	4%	22%	-8%[57.1 µM]
27	CC(C)C(NC(=O)C(C(C)C)N(C)C)C(=O)N(C)C(C(=O)N1CCCC1C(=O)N1CCCC1C(=O)NCc1ccccc1)C(C)C (stereo unspecified)	-35%	6%[11.4 µM]	4%	1%	u	x	-17%	-47%	-2%[11.4 µM]
28	CN1C(=O)N(C)C(=O)C2(Cc3cc([N+](=O)[O-])ccc3N(C)C2c2ccccc2)C1=O (stereo unspecified)	1%	-8%	-2%	-3%	-2%	0.2%	-9%	-4%	-5%
29	COc1ccc(NC(C)=O)cc1NC(=O)c1cccn(Cc2ccccc2)c1=O	-4%	29%[57.1 µM]	-6%	-4%	-29%	2.3%	0%	-41%	0%[57.1 µM]
30	COc1ccccc1CN1CCN(C(=O)COc2cccc(C)c2)CC1	-8%&-1%	13%[57.1 µM]	6%&9%	1%&-1%	u	3.0%&0.3%	-1%&-26%	7%&24%	16%&-8%
31	Cn1cc(/C=C/c2nc3ccccc3c(=O)n2-c2ccccc2)c2ccccc21	-1%	-12%	-10%	-3%	u	2.5%	-33%	4%	-4%
32	COC(=O)C1=C(c2ccc(F)cc2OCc2ccccc2)C[C@@H]2CC[C@H]1N2C(=O)NCCOc1ccccc1Cl	-6%	11%	-5%	3%	-6%	0.2%	4%	11%	-4%
33	CCSc1nnc([C@@H](N)Cc2ccccc2)o1	-1%	13%	12%	0%	19%	-2.8%	-12%	13%	0%
34	O=[N+]([O-])c1cc(F)c(N2CCCCC2)cc1Br	-1%	-4%	4%	u	-2%	0.3%	2%	-19%	-5%
35	CC1=NNC(=O)C1C(c1ccc(F)cc1)C(C#N)C#N (stereo unspecified)	-15%	u	0%	0%	123%	x	-8%	u	-4%
36	CCC1CO/C(=C(\C(Cl)=C(Cl)Cl)[N+](=O)[O-])N1Cc1ccc(Cl)nc1 (stereo unspecified)	4%	-23%	-3%	1%	u	1.8%	-11%	3%	-2%
37	C=CCc1cc(C=C2C(=O)NC(=O)NC2=O)cc(OC)c1OCc1ccc(C(=O)O)cc1	0%	u	-5%	3%	x	0.5%	-9%	u	-2%
38	COc1ccc(OCC(=O)N2CCN(Cc3cc(=O)n4nc(-c5ccccc5C)sc4n3)CC2)cc1	-3%	-9%[57.1 µM]	5%	6%	-13%	3.8%	-9%	-11%	-8%[57.1 µM]
39	Cc1cccc(NC(=O)[C@@H](NC(=O)N2C[C@H]3C[C@@H](C2)c2cccc(=O)n2C3)C(C)C)c1	-1%	8%	3%	-6%	-3%	-4.0%	-17%	-18%	0%
40	CCc1cc2c(cc1-c1csc(C/C(N)=N/O)n1)C(C)(C)CCC2(C)C	-20%	x	-15%	2%	-10%	x	-24%	x	x
41	O=C(COc1ccc(Cl)cc1)N(c1ccc(Cl)cc1)C1CN2CCC1CC2 (stereo unspecified)	2%	-4%[57.1 µM]	2%	-6%	0%	-0.1%	-18%	-30%	4%[57.1 µM]
42	CC(=Nc1ccc2c(c1)CCC2)c1c(O)n(C2CCCCC2)c(=O)[nH]c1=O	-1%	30%	4%	-5%	-3%	0.0%	-4%	22%	15%
43	CN(C)C(CNC(=O)Cc1ccc(Br)cc1)c1ccccc1 (stereo unspecified)	0%	5%	1%	-20%	u	2.6%	-7%	1%	3%[0.457 µM]
44	O=C1NC(=S)NC(=O)C1=Cc1ccc(Br)s1	u	4.5µM*	-10%	u	16µM*	7.9%	-7%	u	2%
45	CCOP(=O)(OCC)C(NC(=O)c1ccccc1)=C(Cl)Cl	-6%	4%	4%	-14%	1%	-0.1%	-11%	-19%	-3%

# From entry 11 up to 12, as listed above:
entry	SMILES	Vif-A3G inh	TrxR1 inh	IDH1 R132H inh	Vif-A3F inh	ALOX12 inh	RXFP1 ag	USP1 inh	RGS4 inhibitor	TrxR1 substrate
11	N#CC(c1ccccc1)N1CCOCC1 (stereo unspecified)	0%	24%[57.1 µM]	15%	-2%	3%	2.1%	-5%	3%[56.9 µM]	10%[57.1 µM]
12	COc1ccc(-n2c(C)nc3cc(C(=O)N4CCC5(CC4)OCCO5)ccc32)cc1	u	12%	-1%	-11%	0%	-0.9%	2%	3%	3%[57.1 µM]

# Assay outcomes deposited in PubChem BioAssay by National Center for Advancing Translational Sciences (NCATS).

# Some of the compounds tested; the hit share may differ from the screen's.
